Source: PubChem (National Center for Advancing Translational Sciences (NCATS))
Mm-Cpn inhibitor: M. maripaludis TRiC chaperonin inhibition | 0.031% of 330,000 active | Potency, µM (highest dose often 76.9 µM), for the others: top-dose activity, negative = inhibition, hits mostly inhibitors | purified Mm-Cpn ATPase, ADP Transcreener TR-FRET | AID 504842; also: potency is read from the fitted curve at half-maximal effect; % is scaled to controls: 0 for no effect and ±100 for the full control effect; nearly all actives have a fitted effect of over 80% in size
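Purified archaeal Mm-CPN (25nM final) preincubated 10 min at 37degC with compound, then 10uM ATP for 30 min at 37degC; ADP measured by HTRF Transcreener TR-FRET; buffer 30 mM TRIS pH 7.4, 100mM KCl, 5mM MgCl2, 1mM DTT.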
A549 viability: A549 cytotoxicity, counter-screen for Nrf2 inhibitors; A549 ARE-Fluc cells, CellTiter-Fluor viability, 18-24 h; Potency, µM (series often up to 46 µM), without a hit: at the highest dose activity change, negative = cytotoxicity, hits mostly inhibitors; 0.16% of 390,000 active; also: potency is read from the fitted curve at half-maximal effect; % is scaled to controls: 0 for no effect and ±100 for the full control effect
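Cytotoxicity counterscreen: CellTiter-Fluor fluorescence was measured in A549 ARE_Fluc cells after 18-24 h of compound exposure in a concentration series. The subsequent BugLite luminescent read reports ARE-luciferase activity.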
EPAC2 agonist: agonists of human EPAC2 (RAPGEF4); 0.079% of 360,000 active; Q8WZA2; EPAC2 activation, biochemical qHTS; response scale: 100% = 6.5 mM cAMP response; Potency, µM (doses to about 154 µM), for the others: at the highest dose activation, most hits filed as activators; also: potency is read from the fitted curve at half-maximal effect; nearly all actives have a fitted effect of over 50% in size
Target sequence (Q8WZA2 whole entry, looked up): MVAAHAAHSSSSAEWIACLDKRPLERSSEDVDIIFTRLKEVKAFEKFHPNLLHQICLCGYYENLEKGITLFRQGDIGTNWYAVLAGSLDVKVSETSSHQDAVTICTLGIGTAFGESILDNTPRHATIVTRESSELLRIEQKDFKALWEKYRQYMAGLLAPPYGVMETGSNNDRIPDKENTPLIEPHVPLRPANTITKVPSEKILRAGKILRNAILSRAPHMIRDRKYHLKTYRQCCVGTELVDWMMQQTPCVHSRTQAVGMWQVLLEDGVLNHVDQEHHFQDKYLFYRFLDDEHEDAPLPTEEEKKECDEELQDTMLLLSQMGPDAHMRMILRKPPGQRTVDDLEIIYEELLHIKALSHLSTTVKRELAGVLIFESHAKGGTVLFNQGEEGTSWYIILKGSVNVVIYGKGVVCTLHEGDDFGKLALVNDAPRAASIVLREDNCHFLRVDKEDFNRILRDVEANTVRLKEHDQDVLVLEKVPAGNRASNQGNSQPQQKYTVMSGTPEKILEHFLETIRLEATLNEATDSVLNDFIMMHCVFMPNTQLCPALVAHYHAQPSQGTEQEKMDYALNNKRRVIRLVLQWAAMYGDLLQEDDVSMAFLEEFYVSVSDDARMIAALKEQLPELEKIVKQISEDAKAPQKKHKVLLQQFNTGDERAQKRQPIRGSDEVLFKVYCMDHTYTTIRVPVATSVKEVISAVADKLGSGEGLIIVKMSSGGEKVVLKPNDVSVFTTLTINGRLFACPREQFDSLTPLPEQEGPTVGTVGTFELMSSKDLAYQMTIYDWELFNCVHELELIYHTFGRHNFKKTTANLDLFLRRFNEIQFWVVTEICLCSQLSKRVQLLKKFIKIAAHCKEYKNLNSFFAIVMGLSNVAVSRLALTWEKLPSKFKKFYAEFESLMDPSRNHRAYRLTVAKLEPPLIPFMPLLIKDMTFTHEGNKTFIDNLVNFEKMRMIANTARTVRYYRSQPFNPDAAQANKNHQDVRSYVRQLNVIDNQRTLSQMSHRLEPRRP
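Fluorescence exchange assay: 100 nM EPAC2 with 250 nM RAP1B-BODIPY-GDP and 50 uM GDP; compounds tested as a concentration-titration series (qHTS). Loss of Rap1-bound BODIPY-GDP fluorescence read at 480/540 nm; data normalized to 6.5 mM cAMP.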
TGFb inhibitor: TGF-b pathway inhibition | HepG2 CAGA-GFP TGF-b/SMAD3 reporter, GFP fluorescence, 18 h; TGF-beta stimulated, 500 pg/mL final | Potency, µM (titrated, usually from 46.1 µM), inactives show top-dose activity, negative = inhibition, hits mostly inhibitors | 1.2% of 410,000 active | AID 588855; also: potency is read from the fitted curve at half-maximal effect; % is scaled to controls: 0 for no effect and ±100 for the full control effect; nearly all actives have a fitted effect of over 65% in size
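GFP signal (ex488/em500-530) from TGF-beta-stimulated HEPG2 CAGA-GFP cells, 500 pg/mL final, 18 h at 37 degrees C in DMEM plus 1% FBS, normalized to unstimulated and DMSO-stimulated controls.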
CCT modulator: modulators of cytosolic chaperonin (CCT/TRiC) activity; 0.3% of 360,000 active; activity change, % (no concentration beside the values), hits read low; purified chaperonin ATPase assay, HTRF ADP detection, 30 min; in the data active = activity change below about -30%; also: % is scaled to controls: 0 for no effect and ±100 for the full control effect
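TRiC at 40 or 20 nM final (batch-dependent) in 30 mM Tris pH 7.4, 100 mM KCl, 5 mM MgCl2, 1 mM DTT, with compound at single 76 uM and 10 uM ATP, 30 min at 37 deg C. ADP detected by HTRF Transcreener, 665/615 ratio.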
EPAC2 antag: blocks human EPAC2 exchange factor; Q8WZA2; EPAC2 GEF exchange of Rap1B-BODIPY-GDP, fluorescence; Potency, µM (top dose mostly 114 µM), for inactives: top-dose activity, negative = inhibition, most hits filed as inhibitors; 0.18% of 360,000 active; also: potency is read from the fitted curve at half-maximal effect; % is scaled to controls: 0 for no effect and ±100 for the full control effect; nearly all actives have a fitted effect of over 45% in size; many of its hits are not listed in these tables
pAkt inh: Akt phosphorylation inhibition; Neuro2A IGF-stimulated pAkt S473 HTRF, 20 min; active compounds read low; activity change, % for hits at 50 µM; 0.32% of 360,000 active; AID 651550; in the data active = activity change below about -80%; inconclusive = mostly about -51% to -80%; also: % is scaled to controls: 0 for no effect and ±100 for the full control effect
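Neuro2A cells (4,500/well, DMEM with 0.5% FBS) were treated with compound at a single 50 µM final concentration, stimulated with 6 nM IGF for 20 min at 37 °C, and lysed. Phospho-Akt Ser473 was read by HTRF as 665/615 ratio ×10^4.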
Nrf2 inh: blocks Nrf2 signaling; 2.1% of 360,000 active; Potency, µM (series often up to 46 µM), without a hit: at the top dose activity change, negative = inhibition, hits mostly inhibitors; A549 ARE-Fluc reporter, luciferase luminescence, 18-24 h; also: potency is read from the fitted curve at half-maximal effect; % is scaled to controls: 0 for no effect and ±100 for the full control effect; nearly all actives have a fitted effect of over 60% in size
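Cells were seeded and rested 2 h, then exposed to compounds for 18-24 h. CellTiter-Fluor was read first as a viability measure. BugLite was added 15 min before the final luminescent read of ARE-luciferase activity in A549 cells.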
Nrf2 activator: Nrf2 pathway activation | Potency, µM (titrated, usually from 46.1 µM), for inactives: top-dose activation, most hits filed as activators | AID 624171 | 0.31% of 410,000 active | AREc32 ARE-luciferase reporter (MCF7-derived line), luminescence, 24 h; also: potency is read from the fitted curve at half-maximal effect; % of control where 0% means no effect; nearly all actives have a fitted effect of over 65% in size
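Each well held 1000 AREc32 cells, which were incubated with compound for 24 hr at 37 deg C after overnight attachment, and ARE reporter activity was quantified by firefly luciferase luminescence.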
Numbers without * were called inactive; i = inactive; ? = inconclusive; / = no result given; [ ] = remark or other dose. Unless noted, calls follow the shape of the dose curve; as a rule, active = well fitted curve in the direction sought with a large enough effect; inconclusive = small, poorly fitted or top-dose-only effect, or another doubt; inactive = no such curve, though single readings can be large; an effect the other way counts as inactive or inconclusive. Some of the compounds tested (hit frequency here may not be typical).

SMILES	Mm-Cpn inhibitor	A549 viability	EPAC2 agonist	TGFb inhibitor	CCT modulator	EPAC2 antag	pAkt inh	Nrf2 inh	Nrf2 activator
Cc1ccc(C(C)C)c(O)c1	/	10%	6%	23%	-1.8	-9%	i	-2%	0.2%
COc1ccc(N2CCN(S(=O)(=O)CCNC(=O)C(C)Oc3ccccc3)CC2)cc1 (stereo not given)	-3%	-6%	-2%	0%	3.6	0%	i	0%	-0.1%
CCCn1c(C)cc(/C=C(\C#N)C(=O)OCC(=O)Nc2cccc(S(N)(=O)=O)c2)c1C	-3%	-2%	9%	-1%	1.3	43%[activator]	i	8%	5.4%
CC(C)[C@H](NC(=O)c1ccccc1Cl)C(=O)Nc1ccc(S(=O)(=O)Nc2nccs2)cc1	-1%	-10%	7%	-25%	-5.9	-20%	i	-4%	-0.9%
CC(C)Oc1cccc(-c2cc(C(=O)NC(=S)N(C)c3ccccc3C(=O)O)c3ccccc3n2)c1	-1%	2%	4%	0%	-3.0	-2%	i	-22%	4.0%
Cc1nnc(SCC(=O)Nc2cc(S(=O)(=O)N3CCCC3)ccc2Cl)s1	0%	2%	-2%	0%	-1.0	4%	i	4%	0.2%
S=c1[nH]ncn1NCc1cccc(Br)c1	/	0%	4%	19%	-2.2	0%	i	-20%	-0.6%
CCN(CC(=O)Nc1c(F)cccc1F)C(=O)C1CC(=O)N(CCc2ccc(OC)c(OC)c2)C1 (stereo not given)	2%	-4%	3%	-2%	-1.2	-4%	i	10%	-1.3%
CCOC(=O)c1c(CC(C)C)csc1NC(=O)COC(=O)c1cc(OC)c(OC)cc1[N+](=O)[O-]	-2%	-12%	1%	2%	1.6	-7%	i	?	2.9%
COC(=O)c1ccc(NC(=O)C(C)Oc2ccccc2)cc1 (stereo not given)	0%	2%	-1%[15.6 µM]	-5%	-0.1	-4%	/	-1%	-0.1%
O=C(NCCc1ccc(Cl)cc1)c1ccc(Br)s1	0%	-1%	0%	-1%	-0.5	1%	i	20%	0.0%
CC(C)(C)c1cc(CCC(=O)NNC(=S)NC(=O)c2ccccc2)cc(C(C)(C)C)c1O	0%	?	-5%	-23%	0.7	14%	i	2.9µM*	-0.7%
N#CC1=C(S)N(c2ccccc2)C2(CCCCC2)NC1=O	-2%	-3%	1%	0%	0.9	5%	i	12%	1.8%
COc1ccc(C)cc1NC(=O)c1ccccc1NS(=O)(=O)c1ccc(Cl)s1	1%	-22%	2%	5µM*	0.6	32µM*	i	?	0.4%
O=C(NC1CCCCCC1)c1cc2n(n1)C(C(F)(F)F)CC(c1ccco1)N2 (stereo not given)	2%	2%	-13%	-1%	1.3	13%	i	-4%	2.7%
Cc1cc(C)c(C)c(OCc2nc(-c3cccnc3)no2)c1	-2%	-2%	1%	-16%	2.7	1%	/	4%	-0.8%
COC(=O)C1=C(C)NC(=O)NC1c1cccc(OC)c1OCc1ccccc1 (stereo not given)	1%	3%	2%	0%	0.1	-3%	i	/	-0.5%
CN(CC(=O)Nc1cccc2c1CCCC2)S(=O)(=O)c1ccc(Br)cc1	0%	-2%	11%	-19%	3.2	15%	i	0%	2.6%
CCOC(=O)N1CCN(Cc2nc3cc(NC(=O)c4ccc([N+](=O)[O-])cc4)ccc3n2C(C)C)CC1	/	-11%	/	0%	/	/	/	?	-0.6%
Cc1ccc(S(=O)(=O)Nc2ccc3c(c2)CC(=O)N([C@H](C)CO)C[C@H](C)[C@H](CN(C)Cc2ccc4c(c2)OCO4)O3)cc1	-3%	-18%	-6%	?	-2.8	-9%	i	?	4.3%
Cc1ccccc1NCC(=O)c1ccc(Br)cc1	1%	-16%	14%	-10%	-0.6	-1%	i	-22%	1.9%
O=C(Nc1cc(-c2nc3cc(Cl)ccc3o2)ccc1Cl)c1cccc2ccccc12	/	-2%	/	-7%	/	/	/	11%	17%
COc1ccc(C(=O)N2CCC(C(=O)N3CCN(Cc4ccccc4)CC3)CC2)cc1	0%	-2%	4%	-24%	0.0	-2%	i	-7%	-0.8%
CSc1ccccc1OCc1cc(C(=O)NCC(C)(C)N2CCOCC2)no1	-1%	17%	12%	-10%	-2.1	2%	i	-5%	-0.8%
COc1ccc(O)cc1	2%	-1%	7%	-3%	0.5	-6%	i	-28%	-0.5%
COc1ccccc1C(=O)CC(=O)C(=O)Nc1cccc([N+](=O)[O-])c1C	0%	-9%	2%	1%	-1.6	-9%	i	?	-0.6%
O=C(O)CCCCCNC(=O)C(=O)C1C(=O)Nc2ccccc21 (stereo not given)	-4%	-4%	-6%	16%	-0.6	3%	i	-7%	0.9%
O=C(NCc1ccccc1)C(c1ccco1)N(C(=O)c1csnn1)c1ccccc1F (stereo not given)	0%	-6%	0%	-11%	-0.1	1%	i	-1%	0.2%
COc1cc(/C=C2/C(=O)NN(c3ccc(C)c(Cl)c3)C2=O)cc([N+](=O)[O-])c1O	1%	-15%	-11%	-16%	-1.1	-10%	i	-2%	-0.3%
CCNC(=O)COc1cccc2ccccc12	0%	-5%	-8%	-6%	-1.0	5%[57.1 µM]	i	11%	0.1%
Cc1ccc(Cl)cc1NS(=O)(=O)c1ccc2oc(=O)ccc2c1	-2%	-2%	-6%	0%	-1.0	?	i	?	0.2%
S=C(NCC1CCCO1)N1CCN(c2ccccc2)CC1 (stereo not given)	0%	0%	19%	-16%	0.6	12%	i	1%	3.3%
Cc1ccc(N2CC(C(=O)OCC(=O)Nc3ccccc3F)CC2=O)cc1 (stereo not given)	-2%	11%	9%	0%	0.2	6%	i	4%	-1.5%
Cc1ccc2nc(/C(C#N)=C/c3cccc(Br)c3)[nH]c2c1	/	-6%	/	?	/	/	/	?	7.6%
c1ccc(-n2ncc3c(NC4CCCCCC4)ncnc32)cc1	2%	-6%	7%	-16%	-4.7	-29%	i	?	-0.5%
Cc1ccc(SCCC(=O)Nc2c(C)n(C)n(-c3ccccc3)c2=O)cc1	1%	-8%	-4%	?	-4.3	1%	i	6%	-0.1%
COCCn1ccc2c(OCC(=O)NCc3ccccc3)cccc2c1=O	-1%	14%	-2%	6%	-2.3	-3%	i	16%	-0.3%
COc1ccc(CNCc2cc(OC)ccc2OC)cc1	-1%	1%	6%	-7%	-0.2	-2%	i	-17%	-0.3%
COc1cc(C(=O)N2CCN(C/C=C/c3ccccc3)CC2)cc(OC)c1OC	1%	12%	10%	-24%	-2.7	-4%	i	-11%	0.1%
O=C(CSc1nc2ccccc2nc1N1CCCC1)Nc1ccc(F)cc1	0%	-5%	9%	4%	-0.8	-4%	i	2%	0.5%
CSCCC(NS(=O)(=O)c1ccc(Cl)cc1)C(=O)OCC(=O)NC1CCCCC1 (stereo not given)	-2%	-2%	3%	-19%	0.0	-3%	i	1%	0.0%
CCOC(=O)c1nnn(-c2ccc([N+](=O)[O-])cc2[N+](=O)[O-])c1C	-13%	-8%	8%	10µM*	1.5	4%	i	-25%	-0.9%
CCOC(=O)c1ccc(NC2=CC(c3ccc(F)cc3)N(c3ccc(C(=O)OCC)cc3)C2=O)cc1 (stereo not given)	/	-8%	/	-3%	/	/	/	-11%	-0.7%
CCNC(=S)N(CCc1c(C)[nH]c2ccc(Cl)cc12)Cc1ccco1	0%	?	18%	?	2.0	-9%	i	21µM*	-1.7%
CC(C)(C)OC(=O)CNC(=O)c1[nH]cnc1C(=O)NC(c1ccccc1)c1ccccc1	0%	-14%	-2%	?	0.1	-25%	i	?	0.3%
CCN(CC)C(=O)OCc1c(-c2ccccc2)ncc2ccccc12	-1%	-12%	7%	-8%	-2.0	-14%	i	-19%	7.0%
COc1cc(NC(=O)CCc2nnc3ccc(N4CCCC4)nn23)cc(OC)c1OC	2%	-13%	0%	0%	-2.2	-7%	i	-19%	0.0%
COc1ccccc1N1CCN(C(=O)C(C)N(c2ccccc2)S(C)(=O)=O)CC1 (stereo not given)	-1%	-1%	5%	0%	0.4	4%	i	-6%	-0.1%
Cc1ccc(-c2nc(S(=O)(=O)c3ccccc3)c(SCC(=O)NC3CCCCC3)o2)cc1	/	0%	/	-5%	/	/	/	9%[9.27 µM]	-0.5%
CCOc1ccc(CNC(=O)c2cnc3sc(N(CC)CC)nn3c2=O)cc1OC	/	7%	/	0%	/	/	/	-29%	-0.9%
CCc1nc2c(OCC3CCCCC3)cccn2c1N(C=O)Cc1ccc(OC)cc1	/	/	13%	?	-1.2	-8%	i	/	0.8%
COC(=O)Cn1c(CCS(=O)(=O)c2ccc(Cl)cc2)nc2ccccc21	1%	11%	12%	?	-0.1	-4%	i	/	-0.7%
C[C@H](O)[C@@H]1CN2CCc3c([nH]c4ccc(-c5ccc6c(c5)OCO6)cc34)[C@@H]2C[C@@H]1N(C)C(=O)Nc1cc(Cl)cc(Cl)c1	/	/	8%	?	-1.6	9%	i	/	-5.2%
Cc1ccc(C(=O)/C=C/c2cn(CN3CCN(C)CC3)c3ccccc23)cc1	0%	-17%	17%	?	-0.8	-10%	i	?	23%
COc1ccc(S(=O)(=O)N2CCC(C(=O)Nc3cc(C(F)(F)F)ccc3Cl)CC2)cc1	/	?	/	?	/	/	/	?	2.2%

2 entries from above, reformatted.
> C[C@H](O)[C@@H]1CN2CCc3c([nH]c4ccc(-c5ccc6c(c5)OCO6)cc34)[C@@H]2C[C@@H]1N(C)C(=O)Nc1cc(Cl)cc(Cl)c1
  Mm-Cpn inhibitor: /	A549 viability: /	EPAC2 agonist: 8%	TGFb inhibitor: ?	CCT modulator: -1.6	EPAC2 antag: 9%	pAkt inh: i	Nrf2 inh: /	Nrf2 activator: -5.2%

> Cc1ccc(C(=O)/C=C/c2cn(CN3CCN(C)CC3)c3ccccc23)cc1
  Mm-Cpn inhibitor: 0%	A549 viability: -17%	EPAC2 agonist: 17%	TGFb inhibitor: ?	CCT modulator: -0.8	EPAC2 antag: -10%	pAkt inh: i	Nrf2 inh: ?	Nrf2 activator: 23%
